# Compound activity from PubChem.
# KKLEB tox: cytotoxicity in KKLEB CF airway cells, primary screen, cytotoxicity control for CF NF-kB inhibitor project, cell-based, uHTS, fluorescence assay plates | KKLEB CF airway cells viability, ATPlite luminescence, overnight; stronger effect = lower value; cells stimulated with P. aeruginosa culture filtrate | activity change (cytotoxicity), % at 5 µM | actives 0.36% (n = 360,000) | AID 602141, 2011;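 active = corrected activity change at or below -50% at 5 µM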
# TROY signal inh: inhibitors of TROY-driven NF-kB signaling, primary screen, Q293 LMP1-TROYcd cells, NF-kB luciferase, uHTS; Q293 LMP1-TROYcd NF-kB luciferase reporter, 4 h; inhibition, % at 10 µM; actives 0.98% (n = 360,000); AID 1347056, 2019;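 active = compounds whose plate-normalised and pattern-corrected inhibition of the luciferase reporter signal at the single screening dose is 50% or more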
# NR2E3 ag-1: NR2E3 agonists in two-hybrid cells, primary screen, cell-based, luminescence, CHO-S, Gal4-NCOR/VP16-NR2E3 | Photoreceptor-specific nuclear receptor (Homo sapiens), Q9Y5X4 | luciferase | actives 0.35% (n = 360,000) | AID 602229, 2012 | inhibition of corepressor binding, % at 3.98 µM;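 active = inhibition above the mean of all tested compounds plus 3 SD, cut at about 70% in these data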;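 note: 0% = DMSO with NR2E3 transfected cells and 100% = cells lacking NR2E3 construct; higher means lower luciferase signal from less NR2E3 corepressor binding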
# Target sequence (Q9Y5X4 whole entry, looked up, the tested form may be a part): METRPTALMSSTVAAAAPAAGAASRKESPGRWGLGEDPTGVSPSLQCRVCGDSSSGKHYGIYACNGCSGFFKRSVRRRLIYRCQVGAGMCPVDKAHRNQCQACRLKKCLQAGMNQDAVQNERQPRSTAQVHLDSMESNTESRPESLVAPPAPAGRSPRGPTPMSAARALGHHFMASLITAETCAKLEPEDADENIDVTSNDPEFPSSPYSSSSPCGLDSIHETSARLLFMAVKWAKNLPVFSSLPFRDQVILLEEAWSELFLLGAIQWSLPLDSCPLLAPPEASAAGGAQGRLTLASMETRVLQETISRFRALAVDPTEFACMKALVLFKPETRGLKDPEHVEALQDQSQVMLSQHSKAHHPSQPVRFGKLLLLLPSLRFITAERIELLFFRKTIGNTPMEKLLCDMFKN
# TRPM1 prom inh: inhibitors of MITF-dependent TRPM1 promoter reporter, primary screen, cell-based, SK-MEL-5, single point, luciferase; SK-MEL-5 TRPM1 promoter luciferase, 24 h; inhibition, % at 12.5 µM; actives 0.83% (n = 330,000); AID 488899, 2010;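 active = mean inhibition across replicates of 60% or more, whatever share of single replicates reaches that level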; note: values of inactives mirror those of a sister screen read the other way
# NR2E3 ag-2: inhibitors of NR2E3-RetCOR corepressor binding, primary screen, NR2E3 agonist project, biochemical, TR-FRET, GST-NR2E3, biotin-RetCOR | inhibition of corepressor binding, % at 4.78 µM | AID 2300, 2010 | Photoreceptor-specific nuclear receptor (Homo sapiens), Q9Y5X4 | actives 0.12% (n = 320,000) | 1536-well;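 active = percent inhibition above the cutoff of mean plus 3 SD of all tested compounds, set per screening campaign, cut at about 20% in these data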;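 note: 0% = DMSO wells and 100% = biotin wells as full block of FRET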
#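 Test system – NR2E3–RetCOR corepressor complex · Quantity – NR2E3 fusion 1.35 nM · Buffer or medium – Tris pH 7.5 · Incubation – Compound–protein incubation for 5 h at 4 °C · Technique – TR-FRET, Eu(K)-anti-GST donor, streptavidin-D2 acceptor, ex 340, em 617/671 nm · Evaluation – percent inhibition of 671/617 nm emission ratio versus biotin and DMSO controls · Plate – 1536-well format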
# HIF-2a block: HIF-2a reporter inhibitors, primary screen, luminescence, 786-0 RCC cells | 786-0 RCC cells HIF-2a reporter, luciferase luminescence, overnight | inhibition, % at 18.8 µM | actives 0.72% (n = 360,000) | AID 624352, 2012;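 active = inhibition of the luminescence signal of 40% or more relative to plate controls, in a single-dose primary screen at 18.75 µM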
# Peg3 promoter: Peg3 promoter-driven luciferase inhibitors, primary screen, cell-based, HeLa, luciferase luminescence; AID 588405, 2011; actives 1.7% (n = 360,000); HeLa PEG-Prom luciferase reporter, overnight; inhibition, % at 20 µM;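 active = inhibition of at least 50% at 20 µM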
# Shn3 3UTR inh: reduction of Shn3 3'UTR firefly luciferase signal, primary screen, Schnurri-3 inhibitor project, cell-based, Clone20 osteoblasts, set 2. actives 0.52% (n = 360,000). Clone20 osteoblast Shn3 3'UTR firefly luciferase, 24 h. inhibition, % at 12.5 µM. AID 588674, 2011;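 active = mean inhibition of at least 75% with every replicate also reaching 75%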;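 note: 0% = median of neutral control wells and 100% = pilot-screen positive control compound; some compounds past the cut are filed as inactive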
# CF NFkB block: inhibitors of PAF-induced NF-kB signaling, primary screen, cell-based, GFP fluorescence, uHTS. KKLEB NF-kB-GFP reporter, GFP fluorescence overnight. inhibition, % at 5 µM. actives 0.86% (n = 360,000);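 active = at least 50% inhibition at 5 µM, scaled per plate between neutral and stimulator controls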;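 note: PAF is a Pseudomonas aeruginosa culture filtrate used as stimulus; plate controls were PAF-stimulated DMSO wells for no effect and unstimulated DMSO wells for full effect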
# TWEAK Fn14 block: inhibitors of TWEAK-Fn14 signaling, primary screen, luciferase reporter cells, uHTS | inhibition, % at 10 µM | TWEAK-stimulated Fn14 reporter cells, luciferase luminescence, 8 h | AID 1159606, 2016 | actives 2% (n = 360,000); in the data active = inhibition above about 50%
# C8 TRAIL sens: viability loss with TRAIL in NB7+C8 cells, primary screen, TRAIL sensitizer project, cell-based, ATPlite luminescence. inhibition (viability loss, TRAIL sensitization), % at 10 µM. actives 1% (n = 360,000);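 active = compounds causing at least 50% loss of cell viability in the single-dose screen, relative to plate controls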
# * hit, by the source's call; / = not tested or not shown. The list is partial, so the mix of outcomes need not match the whole.
1	CCNC(=O)C1(C)CCN(Cc2ccc(C#N)cc2)C1 (configuration not stated)
2	Cc1ccc(C(=O)N[C@H](C(=O)N2CCN(c3ncccn3)CC2)C(C)C)cc1
3	COc1ccc(-n2c(O)c(/C=N/Nc3nc(C)cc(C)n3)c3ccccc3c2=O)cc1OC
4	CCN1C(=NCCCOC(C)C)N[C@@H](CCc2ccccc2)[C@H](C(=O)NCCCOC(C)C)[C@H]1C
5	COc1cc(/C=N/NC(=O)c2ccncc2)ccc1OCC(=O)Nc1ccc(C)c(C)c1
6	Cc1cc(C)c(NC(=O)c2sc3nc4c(cc3c2N)C(=O)CC(C)(C)C4)c(C)c1
7	COc1ccc(C(=O)NCCCCCCNC(=O)c2ccc(OC)cc2)cc1
8	O=C(Nn1c(=O)[nH]c2ccsc2c1=O)c1ccccc1

Compound	1	2	3	4	5	6	7	8
KKLEB tox	5	3	-5	5	-2	2	6	3
TROY signal inh	3	-7	-50	-4	-29	27	-29	5
NR2E3 ag-1	-19	-32	5	-6	-53	-4	-9	16
TRPM1 prom inh	/	/	40	30	-75	3	-47	3
NR2E3 ag-2	/	/	-3	/	2	-1	-4	-3
HIF-2a block	-1	4	23	-9	-32	-18	-87	-7
Peg3 promoter	-7	6	56*	11	-121	4	-62	5
Shn3 3UTR inh	-2	-15	91*	29	-43	17	-14	14
CF NFkB block	2	-10	20	8	-2	-1	-13	5
TWEAK Fn14 block	-24	9	19	-7	-15	2	-1	5
C8 TRAIL sens	-3	-6	15	7	9	-3	11	-2

9	C=CCNc1ncnc2c1[nH]c1ccc(Cl)cc12
10	Cc1ccc(CN2CCN(C(=O)CCN3C(=O)c4ccccc4C3=O)CC2)cc1
11	Cc1ccc(-c2nn(-c3ccccc3)cc2C(=O)N2CCN(C3CCS(=O)(=O)C3)CC2)cc1 (configuration not stated)
12	COCCN1C(=O)C(CC(=O)Nc2ccc(C(=O)O)cc2)SC1=Nc1ccccc1 (configuration not stated)
13	NNC(=O)c1cc2c(N3CCC(Cc4ccccc4)CC3)ncnc2s1
14	COc1cc(C(=O)NC2CC(C)CC(C)(C)C2)cc(OC)c1OC (configuration not stated)
15	Fc1ccc(COc2cccc3cccnc23)cc1
16	O=C(Nc1ccc(SC(F)F)cc1)c1ccc2c(=O)n3c(nc2c1)CCC3

Compound	9	10	11	12	13	14	15	16
KKLEB tox	6	-7	-18	6	5	-15	8	2
TROY signal inh	-1	0	4	10	47	-10	-51	-24
NR2E3 ag-1	5	-3	3	-7	3	-3	-40	-47
TRPM1 prom inh	0	-14	-3	7	9	/	-29	-45
NR2E3 ag-2	1	0	4	0	2	/	1	-1
HIF-2a block	-263	17	0	5	26	12	-213	-218
Peg3 promoter	-198	5	-13	4	14	-8	-155	-227
Shn3 3UTR inh	2	12	5	-17	75	-10	-48	7
CF NFkB block	-18	-10	11	6	-29	7	1	-7
TWEAK Fn14 block	17	-9	5	-3	33	-14	-40	20
C8 TRAIL sens	17	-3	4	-10	-11	-6	-22	32

17	CCOc1ccc2[nH]c(=O)c(CN(CCO)C(=O)c3ccc(Br)cc3)cc2c1
18	COc1cc(NCCCn2cnc3c(OCc4ccccc4)ncnc32)cc(OC)c1OC
19	CCCN(C)C[C@@H]1Oc2ncc(Br)cc2C(=O)N([C@@H](C)CO)C[C@H]1C
20	CCCc1cc(-c2n[nH]c(=S)n2CC)cs1
21	CCCOc1ccc(F)cc1-c1cc(C(=O)Nc2ccccc2)[nH]n1
22	COC(=O)c1ccccc1S(=O)(=O)N1CCC(C(=O)OCc2cccc(OC)c2OC)CC1
23	Cc1cc(S(=O)(=O)c2ccc(Cl)cc2)nc(S(=O)(=O)c2ccc(Cl)cc2)c1C#N
24	O=C(/C=C/c1ccc(Br)cc1)N1CCN(Cc2ccccc2)CC1

Compound	17	18	19	20	21	22	23	24
KKLEB tox	-10	6	10	11	13	0	-93*	-7
TROY signal inh	3	-16	-8	-12	-25	2	57*	3
NR2E3 ag-1	1	1	0	-14	-34	-29	35	10
TRPM1 prom inh	13	0	/	-3	/	6	/	2
NR2E3 ag-2	-2	/	/	-1	/	3	/	0
HIF-2a block	15	-9	0	-56	-32	13	89*	-18
Peg3 promoter	25	-12	-5	10	-40	6	113*	3
Shn3 3UTR inh	4	-5	-5	-8	-4	-21	91*	8
CF NFkB block	4	-7	8	-12	-46	-10	88*	13
TWEAK Fn14 block	-3	-4	-8	2	-63	-4	77*	21
C8 TRAIL sens	9	7	-9	-6	4	9	19	-5

# Rewritten as tab-separated lines: part of the list above.
no.	SMILES	KKLEB tox	TROY signal inh	NR2E3 ag-1	TRPM1 prom inh	NR2E3 ag-2	HIF-2a block	Peg3 promoter	Shn3 3UTR inh	CF NFkB block	TWEAK Fn14 block	C8 TRAIL sens
15	Fc1ccc(COc2cccc3cccnc23)cc1	8	-51	-40	-29	1	-213	-155	-48	1	-40	-22
16	O=C(Nc1ccc(SC(F)F)cc1)c1ccc2c(=O)n3c(nc2c1)CCC3	2	-24	-47	-45	-1	-218	-227	7	-7	20	32
17	CCOc1ccc2[nH]c(=O)c(CN(CCO)C(=O)c3ccc(Br)cc3)cc2c1	-10	3	1	13	-2	15	25	4	4	-3	9
18	COc1cc(NCCCn2cnc3c(OCc4ccccc4)ncnc32)cc(OC)c1OC	6	-16	1	0	/	-9	-12	-5	-7	-4	7
19	CCCN(C)C[C@@H]1Oc2ncc(Br)cc2C(=O)N([C@@H](C)CO)C[C@H]1C	10	-8	0	/	/	0	-5	-5	8	-8	-9
20	CCCc1cc(-c2n[nH]c(=S)n2CC)cs1	11	-12	-14	-3	-1	-56	10	-8	-12	2	-6
21	CCCOc1ccc(F)cc1-c1cc(C(=O)Nc2ccccc2)[nH]n1	13	-25	-34	/	/	-32	-40	-4	-46	-63	4
22	COC(=O)c1ccccc1S(=O)(=O)N1CCC(C(=O)OCc2cccc(OC)c2OC)CC1	0	2	-29	6	3	13	6	-21	-10	-4	9
23	Cc1cc(S(=O)(=O)c2ccc(Cl)cc2)nc(S(=O)(=O)c2ccc(Cl)cc2)c1C#N	-93*	57*	35	/	/	89*	113*	91*	88*	77*	19
24	O=C(/C=C/c1ccc(Br)cc1)N1CCN(Cc2ccccc2)CC1	-7	3	10	2	0	-18	3	8	13	21	-5

# Next section
25	O=C(N/N=C/c1ccccn1)c1cccc(NC(=O)c2ccc(Cl)cc2)c1
26	CN(C)c1nc2c(c(=O)n(C)c(=O)n2C)n1CC(=O)c1cccs1
27	O=C(CN1C(=O)S/C(=C/c2ccccn2)C1=O)N1CCOCC1
28	CCOC(=O)[C@H]1[C@H]2COc3ccc(Cl)cc3[C@@H]2N2C(=O)c3ccc(Cl)cc3NC(=O)[C@@]12C
29	COc1ccc(C(=O)COC(=O)c2ccc3c(c2)OCO3)c(OC)c1
30	C(=N\N1CCOCC1)/c1ccsc1
31	CCOC(=O)N1CCN(C(=O)C[C@@H]2C[C@@]3(C(=O)OC)CCCCC=C3N(Cc3ccc(Cl)cc3Cl)C2=O)CC1
32	Cc1cc(Cl)ccc1OCC(=O)NN1C(=O)C2C3C=CC(C3)C2C1=O (configuration not stated)

Compound	25	26	27	28	29	30	31	32
KKLEB tox	-1	-2	4	3	-11	1	/	6
TROY signal inh	-13	-11	16	14	-37	17	10	1
NR2E3 ag-1	2	-23	-8	17	-46	-3	-6	-7
TRPM1 prom inh	2	5	-10	2	-26	0	/	-1
NR2E3 ag-2	2	2	-1	3	0	-2	/	2
HIF-2a block	-28	13	4	-10	-26	5	11	12
Peg3 promoter	-23	23	-3	18	-204	7	/	5
Shn3 3UTR inh	-7	10	-18	0	-14	-24	/	-15
CF NFkB block	9	-5	11	7	-5	-12	/	-7
TWEAK Fn14 block	10	-1	-3	-7	-11	-8	11	12
C8 TRAIL sens	5	3	-9	3	8	-10	3	3

33	COc1ccc(S(=O)(=O)Nc2cccc(Cl)c2)cc1OC
34	CCc1ccc(-n2cc(-c3ccc([N+](=O)[O-])cc3)[nH]c2=S)cc1
35	CC(=O)Nc1ccc(NC(=O)COC(=O)Cc2c[nH]c3ccccc23)cc1
36	CNC(=O)CC1C(=O)N(c2ccc(F)cc2)C(=S)N1NC(=O)c1ccc(Br)cc1 (configuration not stated)
37	Cc1nonc1OCCN1CCN(c2ccc([N+](=O)[O-])cc2)CC1
38	O=C(COC(=O)c1ccco1)Nc1cccc(Br)c1
39	COCCN1C=C(C(=O)OC)C(c2cc(Br)c(OC)c(OC)c2)C(C(=O)OC)=C1
40	CCCN=C1N(CC)C[C@@H]2[C@@H]3C(=O)N(Cc4ccccc4)C(=O)[C@@H]3[C@](C)(C(=O)OC)N12
41	COc1ccccc1NC(=O)c1c(N=Cc2c(O)ccc3ccccc23)cnn1C
42	CCN(CC)CCn1c2c(c(SCC(=O)Nc3ccc(C)c(F)c3)nc1=O)CCC2
43	CC1CCCC(NC(=O)c2cc(S(=O)(=O)N3CCCCC3)c[nH]2)C1C (configuration not stated)

Compound	33	34	35	36	37	38	39	40	41	42	43
KKLEB tox	4	9	3	0	3	15	-21	6	-17	-29	-4
TROY signal inh	16	-57	7	10	-6	/	/	17	1	0	-2
NR2E3 ag-1	-14	-68	-1	-92	16	2	-10	-40	-28	16	-18
TRPM1 prom inh	0	-4	8	1	-10	4	13	0	38	0	/
NR2E3 ag-2	0	-2	3	1	1	-1	-2	/	6	1	/
HIF-2a block	24	-157	9	-115	9	10	22	7	5	10	11
Peg3 promoter	19	-92	-10	-94	11	3	0	-13	16	-4	5
Shn3 3UTR inh	0	-4	-48	9	-24	3	15	-4	5	-3	21
CF NFkB block	-2	3	-4	-10	-7	3	1	9	26	28	15
TWEAK Fn14 block	-3	-36	-22	1	15	43	28	2	24	-12	-1
C8 TRAIL sens	2	-11	3	-2	13	-5	4	2	-1	13	-16
